Bioassay records: PubChem BioAssay, National Center for Advancing Translational Sciences (NCATS)
S3 lipid droplet – qHTS Assay for Lipid Storage Modulators in Drosophila S3 Cells; AID 2685, 2010; Potency in µM for hits, for the others lipid storage change, negative = inhibition, % at the top dose, mostly 46.1 µM; Drosophila S3 cells, BODIPY lipid droplet fluorescence, 18-24 h; cells fed with added oleic acid; hit rate 0.64% among 320,000; active = well fitted inhibition curve with a large enough effect in the signal ratio, with a control signal flat, not every such curve was filed as active; inconclusive = small, poorly fitted or top-dose-only effect, or effect the other way, or a change in a side signal; the % refers to the signal ratio
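Laser-scanning cytometry quantifies lipid droplet accumulation (500–530 nm total intensity; droplet/cell object ratio) in oleic acid-fed (400 uM added) Drosophila S3 cells treated with a concentration series. 20 uM Triacsin C defined 100% inhibition.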
S3 lipid droplet cell count max – further read-out of S3 lipid droplet, marked with its call; cell number change, %; measured here: cell count max response;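 cells counted by Cell Tracker Red CMTPX staining in the red channel; peak over a dose series mostly up to 46.1 µM; percent activity relative to internal control wells on each plate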
An asterisk follows results filed as active; i = inactive; ? = inconclusive; nt = not tested or not shown; [ ] = dose if it differs, or a comment. % is scaled to controls: 0 for no effect and ±100 for the full control effect; potency is read from the fitted curve at half-maximal effect. Not all compounds are listed, so the mix of outcomes need not match the whole.

no. | structure | S3 lipid droplet | S3 lipid droplet cell count max
1 | O=C1c2ccccc2C(O)N1Cc1ccccc1Cl (stereo unspecified) | 23% | -2
2 | CC(=O)NC(CC(=O)OC(C)C(=O)Nc1ccc(Cl)cn1)c1ccccc1 (stereo unspecified) | ? | nt
3 | O=C(NC(Cc1ccccc1)C(=O)O)/C(=C\c1ccco1)NC(=O)c1ccccc1Br (stereo unspecified) | 7% | 9
4 | COc1ccc(C(=O)NCCC(=O)NCc2cc(=O)n(C)c(=O)n2C)cc1 | i | -12
5 | CCOC(=O)c1cc(-c2ccccc2)sc1NC(=O)CSc1nnnn1C | 11% | -18
6 | CC(C)Cc1nnc(NC(=O)CC(=O)Nc2ccccc2C(=O)O)s1 | ? | nt
7 | O=C(/C=C/c1ccc2c(c1)OCO2)c1ccco1 | i | 22
8 | COc1cccc(NC(=S)N2c3ccccc3CC2C)c1 (stereo unspecified) | ? | nt
9 | CCN(CC)c1ccc(/C=C(/C#N)C(=O)NC(C)C)o1 | ? | nt
10 | COc1ccccc1N1CCN(CCC(=O)Nc2ccc(F)cc2)CC1 | ? | nt
11 | Cc1cc(C(=O)NC(C)Cc2ccccc2)cc(C)c1[N+](=O)[O-] (stereo unspecified) | ? | nt
12 | CCCCn1c(N)c(N(CCOC)C(=O)C2CC(=O)N(Cc3ccc(C)cc3)C2)c(=O)[nH]c1=O (stereo unspecified) | ? | nt
13 | O=C(O)c1cccc(NC(=O)c2cc(S(=O)(=O)N3CCOCC3)cs2)c1 | -1% | 1
14 | Nc1nc(CN2CCN(c3ccccc3F)CC2)nc(N2CCCc3ccccc32)n1 | ? | nt
15 | Cc1cccc(N2C(=O)C(Oc3ccc(Cl)cc3Cl)C2C=O)c1C (stereo unspecified) | ? | nt
16 | COc1ccc(CNC(=O)CCCC(=O)n2nc(C)c3ccccc32)cc1 | ? | nt
17 | OC(CN1CCN(c2ccc(C(F)(F)F)cn2)CC1)c1ccccc1 (stereo unspecified) | ? | nt
18 | O=C(NCCS(=O)(=O)N1CCN(c2cccc(Cl)c2)CC1)C1CCCC1 | 24% | nt
19 | CNC(=S)NNC(=O)c1cc(-c2cccnc2)nc2ccccc12 | ? | nt
20 | CCN1CCc2c(sc(NC(=S)NC(=O)c3ccccc3)c2C#N)C1 | ? | nt
21 | CCc1ccc(N(C(=O)c2snc(C(N)=O)c2N)C(C(=O)NC2CCCC2)c2ccncc2)cc1 (stereo unspecified) | ? | nt
22 | O=S(=O)(c1ccc(Cl)cc1)N1CCN(C2CCN(Cc3ccccc3)CC2)CC1 | ? | nt
23 | Cc1ccc(OCc2cc(C(=O)NC3CCCCC3)no2)cn1 | ? | nt
24 | Cc1ccc(S(=O)(=O)N2CCCC2C(=O)OCc2nc3ccccc3s2)cc1 (stereo unspecified) | ? | nt
25 | Cc1nnc(NC(=O)c2ccc3ccccc3c2)o1 | 21% | -9
26 | O=C(C1=C(O)C(=O)N(CCCN2CCOCC2)C1c1ccccn1)c1cccs1 (stereo unspecified) | ? | nt
27 | CC(=O)c1cc(CN2CCC(N3CCC(C(=O)N4CCCC4)CC3)CC2)cs1 | 0% | 9
28 | COc1cc(CN2CCC(n3nccc3NC(=O)CCCc3ccccc3)CC2)ccc1F | ? | nt
29 | Cc1[nH]n(-c2ccccc2)c(=S)c1C=NCCCN=Cc1c(C)[nH]n(-c2ccccc2)c1=S | -6% | -4
30 | CCn1c(COc2cccc(OC)c2)nnc1SCC(=O)N1CCOCC1 | ? | nt

The closing seven compounds of the part before open the next one.
no. | structure | S3 lipid droplet | S3 lipid droplet cell count max
24 | Cc1ccc(S(=O)(=O)N2CCCC2C(=O)OCc2nc3ccccc3s2)cc1 (stereo unspecified) | ? | nt
25 | Cc1nnc(NC(=O)c2ccc3ccccc3c2)o1 | 21% | -9
26 | O=C(C1=C(O)C(=O)N(CCCN2CCOCC2)C1c1ccccn1)c1cccs1 (stereo unspecified) | ? | nt
27 | CC(=O)c1cc(CN2CCC(N3CCC(C(=O)N4CCCC4)CC3)CC2)cs1 | 0% | 9
28 | COc1cc(CN2CCC(n3nccc3NC(=O)CCCc3ccccc3)CC2)ccc1F | ? | nt
29 | Cc1[nH]n(-c2ccccc2)c(=S)c1C=NCCCN=Cc1c(C)[nH]n(-c2ccccc2)c1=S | -6% | -4
30 | CCn1c(COc2cccc(OC)c2)nnc1SCC(=O)N1CCOCC1 | ? | nt
31 | Cc1ccc(C(=O)Oc2oc(-c3ccccc3)nc2C=Nc2ccc(N(C)C)cc2)cc1 | ? | nt
32 | COc1ccc(-c2noc(CCCC(=O)NC3CCCCC3)n2)cc1 | i | 13
33 | O=C(CSc1nnc(NC(=O)C2CC2)s1)Nc1cccc(F)c1 | i | -14
34 | Cc1ccc(C)c(OCC(O)CN2CCC(C)CC2)c1C (stereo unspecified) | ? | nt
35 | CN(C)S(=O)(=O)Nc1cccc(-c2cn3c(n2)SCC3)c1 | i | -11
36 | O=C(O)c1ccc(N2C(=O)CC(N3C(=O)/C(=C/c4ccc(Cl)cc4)SC3=S)C2=O)cc1 (stereo unspecified) | 9% | 1
37 | COc1ccc(CN2C(=O)c3cccnc3C2=O)cc1S(=O)(=O)N1CCOc2ccc(Cl)cc21 | ? | nt
38 | Cc1cc2nc(-c3ccccc3)cc(=O)n2[nH]1 | -4% | -10
39 | CCOc1c(CNCCCSc2nc(C)cc(C)n2)cccc1OC | ? | nt
40 | COc1ccc(CCNS(=O)(=O)c2ccc(Br)cc2)cc1 | 14% | -12
41 | CCC(C)[C@H](NC(=O)[C@@H]1Cc2ccccc2CN1)C(=O)Nc1ccc2c(c1)OCO2 (stereo partly specified) | ? | nt
42 | CN(C)c1ccc(-c2nn3c(-c4ccc(Cl)cc4)nnc3s2)cc1 | ? | nt
43 | COc1ccc(Cn2c(CCC(=O)NCCC(C)C)nc3ncccc3c2=O)cc1 | ? | nt
44 | Cn1c(=O)n(C)c2cc(NC(=O)C(F)(F)F)ccc21 | i | nt
45 | Cc1cccc(C(=O)Nc2onc(C)c2C#N)c1 | 4% | 2
46 | O=C(CSc1nc2ccncc2[nH]1)Nc1ccccc1C(F)(F)F | ? | nt
47 | Cc1cc(C)c(C#N)c(N2CCN(c3ccc(F)cc3)CC2)n1 | -25% | -7
48 | Cc1ccc(Cl)cc1N1CCN(C(=O)c2cn(C)c(=O)c3c2c2ccccc2n3C)CC1 | ? | nt
49 | CC1(c2ccc3ccccc3c2)NC(=O)N(CC(=O)N2CCN(Cc3ccccc3)CC2)C1=O (stereo unspecified) | ? | nt
50 | O=C(COC(=O)CCCSc1nc2ccccc2[nH]1)Nc1ccc(Oc2ccccc2)cc1 | 6% | 7
51 | COc1cccc(NC(=S)N2CCC(Cc3ccccc3)CC2)c1 | i | -24
52 | CCCCN1C(=O)C(NC(=O)c2cccnc2)(C(F)(F)F)C2=C1CC(C)(C)CC2=O (stereo unspecified) | 16% | -12
53 | CC(=O)N(c1ccc2oc(=O)sc2c1)S(=O)(=O)c1ccc(C(=O)O)cc1 | ? | nt
54 | COc1ccc(OCC(=O)OC(C)CN2CCOCC2)cc1 (stereo unspecified) | -2% | 10
55 | CCOc1ccc(-n2c(=S)sc3c(=O)n(-c4ccc(F)cc4)c(SCC(=O)O)nc32)cc1 | ? | nt
56 | CC1CCCC(C)N1/N=C/c1cccc([N+](=O)[O-])c1 (stereo unspecified) | ? | nt
57 | COC(=O)c1ccc(C(=O)OC)c(NC(=S)N2CCC(N3CCCCC3)CC2)c1 | ? | nt
58 | CCOC(=O)/C(C#N)=C\c1cccnc1 | ? | nt
59 | CCOC(=O)c1sc(NC(=O)c2ccc(OC(C)=O)cc2)nc1C | -8% | 26
60 | CCC(=O)c1cn(CC(=O)NCc2cccnc2)c2ccccc12 | ? | nt
61 | COc1ccc(C2=NOC(C(=O)NCc3ccccc3)C2)cc1 (stereo unspecified) | ? | nt
62 | COC(=O)c1ccc(COc2ncnc3ccccc23)o1 | i | -3
63 | O=C(Nn1c(SCc2ccccc2F)nc2ccsc2c1=O)c1ccccc1 | ? | nt
64 | CC(C)Oc1ccc(CNC(=O)CCC(=O)N2CCSc3ccccc32)cc1 | -7% | -4
65 | CCOC(=O)CNC(=O)C1c2cc(OC)c(OC)cc2C(=O)N(C)C1c1ccccc1F (stereo unspecified) | 11% | -20
66 | COCCCNC(=O)C(F)(F)C(F)(F)C(=O)NCCCOC | ? | nt
67 | COC(=O)c1ccccc1NC(=O)CCCn1nc([N+](=O)[O-])cc1C | ? | nt
68 | COc1ccc(Oc2nc(-c3ccccc3)ncc2C(=O)O)cc1 | ? | nt
69 | CCN(CC)S(=O)(=O)c1ccc2c(c1)nc(SCC(=O)N(C)C1CCS(=O)(=O)C1)n2CC (stereo unspecified) | 6%[0.0737 µM] | nt
70 | CCCn1c(NC(=O)c2cccc(S(=O)(=O)N3CCCC3)c2)nc2ccccc21 | ? | nt
71 | C=CCn1c(COc2ccc(Cl)cc2)nnc1SCc1ccc(C#N)cc1 | ? | nt
72 | COc1ccc(/C=C(/Sc2nnc(-c3ccc(Cl)cc3)o2)C(=O)O)cc1 | ? | nt
73 | OCCC1CN(Cc2ccc(F)cc2Cl)CCN1CCc1ccccc1 (stereo unspecified) | ? | nt
74 | CCC(C)(C)n1nnnc1C(C(C)C)N(CCCO)Cc1cc2cc(C)ccc2[nH]c1=O (stereo unspecified) | ? | nt
75 | CC(=O)NC1(NC(C)=O)CCN(C)CC1 | -1% | -7
76 | Cc1csc(NC(=O)c2ccc(N3CCCC3=O)cc2)n1 | ? | nt
77 | Cc1occc1C(=O)NNC(=O)C1CCCC1 | ? | nt
78 | COc1cc(OC)cc(C(=O)Nc2ccc(C(=O)NCC3CCCO3)cc2)c1 (stereo unspecified) | ? | nt
79 | CCC(=O)c1ccc(OCC(=O)OCC(=O)N2CCCc3ccccc32)cc1 | ? | nt
80 | Cc1ccc(N2C(=O)N(CC(=O)Nc3ccc(C)cc3Cl)C(=O)C2C)cc1 (stereo unspecified) | ? | nt

Additional entries
no. | structure | S3 lipid droplet | S3 lipid droplet cell count max
81 | CC(=O)CSc1cc(-c2ccccc2)nc2ncnn12 | 1% | -21
82 | CCOC(=O)CNS(=O)(=O)c1ccc2c3c(cccc13)C(=O)N2CC | ? | nt
83 | Cc1ccc(S(=O)(=O)NCCNC(=O)c2cc(OCC(F)(F)F)ccc2OCC(F)(F)F)cc1 | 12% | 1
84 | N#Cc1ccccc1CSc1ccccn1 | 17% | 17
85 | COc1ccccc1C(=O)NCC(=O)N1CCN(S(=O)(=O)c2ccccc2C(F)(F)F)CC1 | ? | nt
86 | Cc1cccc(OCC(=O)N/N=C\c2cccn2C)c1C | ? | nt
87 | CCc1cc(=O)oc2c(CNCc3ccc(OC)cc3OC)c(O)c(Cl)cc12 | ? | nt
88 | COc1cccc(NC(=S)N2CCC(N(C)CC3CCCO3)CC2)c1 (stereo unspecified) | 6% | 2
89 | Cc1ccc[n+](/C(=C\C(=C=[N-])C#N)C(=O)c2ccc(Cl)cc2)c1 | 6% | 19
90 | COc1c(C)cc(Br)cc1C(=O)Nc1ccc(S(N)(=O)=O)cc1 | 0% | 5
91 | COc1ccc(Cc2nnc(NC(=O)C3CC(=O)N(CCc4ccc(F)cc4)C3)s2)cc1OC (stereo unspecified) | i | -1
92 | CC(C)(C)c1nc(SCC(=O)N2CC(=O)Nc3ccccc32)c2ccccc2n1 | i | -2
93 | O=C(NCC(=O)N1CCN(c2ncc(C(F)(F)F)cc2Cl)CC1)c1ccc(Br)o1 | -17% | -5
94 | CCOC(=O)c1cnc2sccn2c1=O | -4% | 15
95 | CCn1c(COc2ccccc2)nnc1SCC(=O)Nc1ccc(N2CCOCC2)cc1 | ? | nt
96 | COC(=O)c1ccccc1NC(=O)N1c2ccccc2Sc2ccccc21 | ? | nt
97 | O=c1c2ccccc2nc(SCc2nnc(-c3ccccc3)o2)n1-c1ccccc1 | ? | nt
98 | COC(=O)NC1CCC(CC2CCC(NC(=O)OC)CC2)CC1 (stereo unspecified) | -2% | -18
99 | CC1CN(S(=O)(=O)c2ccc(NC(=O)c3ccco3)cc2)CC(C)O1 (stereo unspecified) | ? | nt
100 | CC(=O)NC(CC(=O)N(C)C1CCCCC1)c1ccccc1 (stereo unspecified) | ? | nt
101 | CN(Cc1ccncn1)C(=O)C1CCC(=O)N(Cc2cccc(C(F)(F)F)c2)C1 (stereo unspecified) | -20% | -11
102 | CON1C(=O)C(=O)N(OC)C(C)(C)C1(C)C | ? | nt
103 | COc1cc(OC)cc(C(=O)NC(C)c2ccc(Br)cc2)c1 (stereo unspecified) | 7% | -16
104 | COc1ccc(/C=N/Nc2ncnc3sc4c(c23)CCCC4)cc1OC | -5% | 0
105 | CCN(CCCNC(=O)c1ccc2c(c1)NC(=O)CN2C)c1cccc(C)c1 | ? | nt
106 | Brc1ccc(-c2ncc3ccccn23)cc1 | 3% | 0
107 | Cn1nc(C(=O)Nc2ccc3c(c2)OCO3)c2ccccc2c1=O | 2% | 6
108 | COCCCn1c(=O)c2ccccc2n(CC(=O)N2CCCc3ccccc32)c1=O | ? | nt
109 | Cn1c(N)c(S(=O)(=O)NCc2ccc(F)cc2)c(=O)n(C)c1=O | -24% | -6
110 | N#Cc1ccccc1NC(=O)CSc1ccc([N+](=O)[O-])cn1 | 5% | 2
111 | CC(=O)c1c(C)[nH]c(C(=O)Nc2ccccn2)c1C | 29µM* | -7.6*
112 | O=C(/C=C/c1ccco1)Nc1nc(-c2ccccc2)cs1 | ? | nt
113 | COc1ccccc1C(=O)NCC(=O)OCc1csc(-c2ccccc2)n1 | 6% | 10
114 | Cc1nc2ccccc2c2c1C(=O)N(CCC1=CCCCC1)C2=O | 5% | -17
